Assay outcomes: PubChem, several laboratories
HMGR II inh: inhibitors of E. faecalis class II HMGR, primary screen, biochemical, Enterococcus faecalis; HMG-CoA reductase (Enterococcus faecalis, mvaE); purified E. faecalis HMGR, NADPH absorbance 340 nm kinetic; inhibition, % at 10 µM; actives 0.41% (n = 190,000); AID 1066, 2008;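 active = inhibition above a set limit, the median over all tested compounds plus 3 SD, cut at about 9.5% in these data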;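 note: enzyme runs in reverse so mevalonate oxidation gives rising NADPH absorbance; 0% = complete reaction with DMSO and 100% = background rate lacking mevalonate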
TNAP act hiacc: TNAP activators at high phosphate acceptor level, primary screen, biochemical, luminescence, uHTS; Alkaline phosphatase, tissue-nonspecific isozyme (Homo sapiens), P05186; purified TNAP, CDP-star luminescence, 1 M DEA, 30 min; stronger effect = higher value; 0 = EDTA background, 1 = DMSO-only activity; activation factor at 20 µM; 200,000 tested, under 10 active; AID 1136, 2008;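 active = activation factor at least 2 at 20 µM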
Target sequence (P05186 whole entry, looked up): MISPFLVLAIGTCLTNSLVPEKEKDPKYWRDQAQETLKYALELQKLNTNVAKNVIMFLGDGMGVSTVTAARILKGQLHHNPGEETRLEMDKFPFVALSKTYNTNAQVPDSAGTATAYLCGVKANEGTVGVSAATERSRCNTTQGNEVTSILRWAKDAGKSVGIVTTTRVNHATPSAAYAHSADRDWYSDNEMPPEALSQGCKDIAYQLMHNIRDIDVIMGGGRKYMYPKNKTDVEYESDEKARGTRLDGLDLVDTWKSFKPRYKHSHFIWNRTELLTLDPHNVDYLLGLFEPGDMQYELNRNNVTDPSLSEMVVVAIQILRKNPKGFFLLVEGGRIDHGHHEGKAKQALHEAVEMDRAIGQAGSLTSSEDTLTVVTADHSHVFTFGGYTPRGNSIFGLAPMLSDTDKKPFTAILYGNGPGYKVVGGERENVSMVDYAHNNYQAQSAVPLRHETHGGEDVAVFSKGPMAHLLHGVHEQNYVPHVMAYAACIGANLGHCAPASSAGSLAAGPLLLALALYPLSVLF
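Control set: EDTA negative control, DMSO positive control / Assay system: human TNAP / Quantity: TNAP 1/800 final / Evaluation: TNAP activation factor scaled between EDTA and DMSO control wells / Measured by: luminescent substrate turnover signal / Compound dosing: one dose, 20 µM / Times: 30 min enzyme reaction at room temperature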
TNAP inh hi DEA: human TNAP enzyme inhibitors, primary screen, biochemical, luminescent, high phosphate acceptor level, uHTS; purified TNAP, CDP-star luminescence, 1 M DEA; inhibition, % at 20 µM; actives 0.03% (n = 200,000); Alkaline phosphatase, tissue-nonspecific isozyme (Homo sapiens), P05186;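 active = over 50% inhibition of tissue-nonspecific alkaline phosphatase at 20 µM in the single-dose screen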;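 note: plate controls were DMSO wells for no effect and EDTA-quenched wells as full inhibition for full effect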
PPARg SRC2 recr: agonists of PPARg-SRC-2 recruitment, primary screen, biochemical, HTS; PPARgamma LBD-SRC-2 recruitment; Peroxisome proliferator-activated receptor gamma (Homo sapiens), P37231; activation, % at 8 µM; actives 0.34% (n = 200,000); AID 1032, 2008; in the data active = activation above about 22%;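 note: 0% = vehicle and 100% = reference agonist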
Target sequence (P37231 whole entry, looked up, the tested form may be a part): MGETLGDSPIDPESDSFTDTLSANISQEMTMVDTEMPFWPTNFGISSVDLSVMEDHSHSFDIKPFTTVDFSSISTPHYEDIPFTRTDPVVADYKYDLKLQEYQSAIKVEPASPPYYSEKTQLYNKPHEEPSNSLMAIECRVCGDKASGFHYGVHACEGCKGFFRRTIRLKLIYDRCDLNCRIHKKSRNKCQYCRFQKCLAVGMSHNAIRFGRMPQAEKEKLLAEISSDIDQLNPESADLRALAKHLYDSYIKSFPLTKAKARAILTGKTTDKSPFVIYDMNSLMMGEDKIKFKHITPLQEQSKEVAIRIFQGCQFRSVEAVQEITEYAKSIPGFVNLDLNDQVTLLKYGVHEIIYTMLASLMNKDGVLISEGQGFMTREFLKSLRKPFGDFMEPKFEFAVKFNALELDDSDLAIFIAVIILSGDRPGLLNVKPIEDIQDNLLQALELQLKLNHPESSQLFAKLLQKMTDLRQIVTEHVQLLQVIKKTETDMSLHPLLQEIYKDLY
TNAP inh noacc: human TNAP enzyme inhibitors, primary screen, biochemical, luminescent, no phosphate acceptor, uHTS; Alkaline phosphatase, tissue-nonspecific isozyme (Homo sapiens), P05186; purified TNAP, CDP-star luminescence, 30 min; inhibition, % at 20 µM; actives 0.26% (n = 200,000); AID 1012, 2008;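 active = tissue-nonspecific alkaline phosphatase inhibition above about 50% at 20 µM in the single-dose screen, limit read from the data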;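 note: 0% = DMSO negative control and 100% = EDTA positive control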
bIAP activator: bovine intestinal alkaline phosphatase activators, primary screen, biochemical, bovine IAP, CDP-star luminescence | alkaline phosphatase, intestinal [Bos taurus] | purified bovine IAP, 30 min; stronger effect = higher value; fold of DMSO-control signal, blank-subtracted | activation factor at 20 µM | actives 0.17% (n = 200,000) | AID 1016, 2008;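 active = activation factor of 2 or more at 20 µM, a signal rise over negative controls twice the positive control's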
PPARg SRC3 recr: PPARgamma agonists recruiting SRC-3 coactivator, primary screen, biochemical; Peroxisome proliferator-activated receptor gamma (Homo sapiens), P37231; biochemical PPARgamma/SRC-3 coactivator recruitment assay; activation, % at 8 µM; actives 0.26% (n = 200,000); AID 731, 2007; in the data active = activation above about 23%;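 note: 0% = DMSO and 100% = reference agonist; some compounds past the cut are filed as inactive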
bIAP inh: bovine intestinal alkaline phosphatase inhibitors, primary screen, selectivity assay for TNAP inhibitor project, biochemical, bovine IAP, CDP-star luminescence; 190,000 tested, under 10 active; AID 1019, 2008; inhibition, % at 20 µM; purified bovine IAP, 30 min;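 active = over 50% inhibition of intestinal alkaline phosphatase at 20 µM in the single-dose screen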
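System: purified bovine intestinal alkaline phosphatase (IAP) enzyme; Input: IAP diluted 1/65,000,000 in the well; Measured by: CDP-star luminescence signal; Compound dosing: 20 µM single dose; Incubation: 30 min reaction at room temperature.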
TR-FRET SRC-2 ct: TR-FRET signal artefacts, primary screen, artefact control for PPARgamma SRC-2 agonist project, biochemical; TR-FRET artefact counter-screen; stronger effect = higher value; TR-FRET ratio at 8 µM; actives 0.4% (n = 200,000); in the data active = TR-FRET ratio above about 2000; note: inactives centre near 1500
PPARg SRC1 recr: PPARgamma agonists recruiting SRC-1 coactivator, primary screen, biochemical | PPARgamma-SRC-1 coactivator recruitment biochemical assay | activation, % at 8 µM | actives 0.41% (n = 200,000); in the data active = activation above about 19%;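 note: 0% = DMSO and 100% = reference agonist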
The depositor's hits bear a star.

SMILES	HMGR II inh	TNAP act hiacc	TNAP inh hi DEA	PPARg SRC2 recr	TNAP inh noacc	bIAP activator	PPARg SRC3 recr	bIAP inh	TR-FRET SRC-2 ct	PPARg SRC1 recr
CC(C)CC(NC(N)=O)C(=O)OCC(=O)N(Cc1ccccc1)Cc1ccccc1 (centres undefined)	-3	1	-2	-8	-2	1	4	2	1536	6
CCOc1cccc(N(C(=O)Cc2cccs2)C(C(=O)NC2CCCCC2)c2cccn2C)c1 (centres undefined)	-4	1	-1	0	3	1	8	3	1583	-8
Cn1c(C(=O)NCCc2ccccc2)cc(=O)n(C)c1=O	-3	1	-3	8	-9	1	2	-1	1640	5
CC(NCC(=O)Nc1cc(S(=O)(=O)N2CCCCCC2)ccc1Cl)c1ccccc1 (centres undefined)	-4	1.1	-9	3	-17	0.7	10	26	1639	4
O=C(Nc1ccccc1)Nc1ccc(Br)cc1F	-9	1	-2	9	-15	0.9	4	14	1521	4
Cn1c(=O)c2c(nc(CN3CCN(c4ccccc4F)CC3)n2CCN2CCOCC2)n(C)c1=O	0	1	-4	1	-13	0.8	-4	19	1654	0
O=C(NCc1cccnc1)c1cccn2c(=O)c3sccc3nc12	-4	1	-3	0	-12	1	8	-4	1414	2
COc1ccc(NC(=O)c2cncc(Br)c2)cc1S(=O)(=O)N1CCCCC1	-2	1	0	4	-4	1.1	5	-10	1512	1
Cc1ccc([N+](=O)[O-])cc1NC(=O)c1ccc(-c2ccccc2)cc1	0	1.1	-6	-8	-7	0.7	13	29	1478	-6
Cc1nn(CCOc2ccc(Br)cc2)c(C)c1[N+](=O)[O-]	-5	1.1	-6	1	-4	1	1	4	1584	0
Cc1c(C(=O)Nc2cccc(-c3nnc4n3CCCCC4)c2)oc2ccccc12	-1	1	-4	5	-10	0.7	6	29	1585	7
COC(=O)NCC(c1ccco1)N1CCN(c2ccc(F)cc2)CC1 (centres undefined)	-6	1	3	3	2	0.7	-3	34	1592	6
CCC(C)(C)NC(=O)c1cc(S(=O)(=O)N2CCCCC2)ccc1N1CCOCC1	-7	1	-2	5	6	1.5	-5	-50	1567	5
COC(=O)c1cc(C#N)c(Oc2ccccc2OC)nc1C	-3	1	1	6	-10	1	0	4	1614	6
O=C(CCc1ccccc1)NNC(=O)c1ccc(Br)cc1	-3	1.1	-6	-3	-46	1.1	1	-7	1554	4
CCc1nnc(NC(=O)CSc2ccc(-c3ccco3)nn2)s1	-1	1	-1	10	-6	1.3	3	-27	1596	12
CCN(CC)S(=O)(=O)c1ccc(F)c(C(=O)NCCC(C)C)c1	-6	1	0	-1	-11	1.1	0	-8	1358	3
CCOC(=O)C1(CCCc2ccccc2)CCN(C(=O)CN2C(=O)CSC2=O)CC1	-3	1.1	-5	-5	-12	1	-3	2	1497	8
COc1cc([N+](=O)[O-])ccc1N1C(=O)C2C3C=CC(C4CC34)C2C1=O (centres undefined)	0	1	-1	-13	-1	1.1	-1	-11	1289	-3
COc1ccc(N(CC(=O)Nc2cc(OC)ccc2OC)S(C)(=O)=O)cc1	-2	1	-2	1	-8	1.2	-6	-18	1411	-4
Cc1nnc(SCC(=O)Nc2ccc(N3CCOCC3)cc2)n1-c1ccccc1	-7	1	0	2	-6	1.1	5	-8	1481	3
COc1cc2c(cc1OC)C(/C(C#N)=N\O)=NC(C)(C)C2	-2	1	-3	-2	-4	0.9	3	8	1691	0
O=C(Nc1nc(=O)[nH]s1)c1ccccc1	2	1	-3	-2	-16	1.1	5	-11	1711	-1
C/C(=N\NC(=O)c1ccc(NS(=O)(=O)c2cccs2)cc1)c1ccccc1	4	1	-3	-8	-4	1.1	1	-6	1489	3
O=C1OC2(c3ccccc3)C3CCCC2C13	0	1.1	-8	0	-8	0.8	-5	18	1416	-7
Cc1ccc(NC2=CC(=O)CC(c3ccco3)C2)c(N)c1 (centres undefined)	1	1	-2	3	-9	0.9	-2	6	1681	0
CCOC(=O)C1CCN(c2c(NC3CCCc4ccccc43)c(=O)c2=O)CC1 (centres undefined)	1	1	0	5	-7	1	3	-4	1548	-1
CC(=O)c1c(N2CCN(C(=O)C3CCCO3)CC2)nc(=S)n(-c2ccccc2)c1C (centres undefined)	-5	1	-1	15	0	0.9	8	6	1503	6
CCN1CCN(CC(=O)N2CCCC(C(=O)c3ccc(Oc4ccccc4)cc3)C2)CC1 (centres undefined)	0	1	-4	1	-5	1	4	0	1593	6
O=C(O)Cn1cc(C(=O)C2CC2)c2ccccc21	0	1	-3	0	-13	0.9	10	9	1552	-3
Cc1c(C(=O)OCC(=O)Nc2ccc3c(c2)OCO3)cccc1[N+](=O)[O-]	3	1	-4	2	-4	1	4	-2	1613	-2
N#CCCC12CCCCC1=Nc1ccccc12 (centres undefined)	-6	1	-4	10	0	1	3	2	1698	7
CNc1nc(SC)nc2ccccc12	-1	1	-1	-10	-3	1	-2	1	1481	-10
O=C(COc1ccc2oc3c(c2c1)CCCC3)Nc1ccccn1	-3	1.1	-5	6	-12	0.8	2	16	1602	6
CCOC(=O)/C=C/C(=O)NNC(=O)c1ccccc1Cl	0	1.1	-8	1	-6	1.1	7	-7	1466	-6
COC(=O)Nc1ccc2c(c1)N(C(=O)CCN1CCOCC1)c1ccccc1S2	3	1	-1	-2	-5	1.1	2	-11	1603	6
CCc1cccc(NC(=O)CCc2nc(-c3cccs3)no2)c1	-4	1	0	11	-3	0.7	3	28	1591	-2
CCOC(=O)C(=O)Nc1ccc(S(=O)(=O)N2CCOCC2)cc1OC	-9	1.1	-6	1	-16	0.9	7	11	1681	9
O=C(CSc1nc2cc(C(F)(F)F)ccc2n1Cc1ccccc1)NC1CCS(=O)(=O)C1 (centres undefined)	-2	1	-4	-3	-2	0.6	4	45	1842	6
CCN(CC)C(=O)CSc1nc2ncccc2[nH]1	-4	1	-4	10	49	1.2	32*	-18	1315	6
O=C(CN(Cc1ccc(F)cc1)C(=O)C1CSC(=O)C1)NC1CCCCC1 (centres undefined)	-1	1	-2	5	2	0.9	4	9	1526	1
Fc1ccc(CNC(=S)Nc2ccc(OC(F)F)cc2)cc1	-5	1	2	0	-8	1.1	6	-7	1547	8
CCOc1ncccc1C(=O)Nc1nc(C(C)(C)C)cs1	-4	1	1	0	-3	1	3	-3	1596	-4
Fc1ccc(Cn2nnnc2CN2CCN(C3CCCC3)CC2)cc1	-2	1	-2	11	-8	1	10	-3	1470	-2
Cc1cc(C)nc(NS(=O)(=O)c2ccc(NC(=S)NC(=O)C(C)(C)C)cc2)n1	-1	1	-4	0	5	0.9	1	8	1564	1
CC1CCN(c2nc3nonc3nc2Nc2ccc(F)cc2)CC1	1	1	-1	-4	-2	1	-1	-2	1756	-1
COc1ccc(CCNC(=O)COC(=O)C2CC2)cc1	-8	1	-2	6	-15	0.9	3	13	1664	2
CCCCc1nnc(NC(=O)CSc2nc(=O)cc(N)n2-c2ccccc2)s1	-4	1.1	-5	7	-16	0.9	-10	5	1438	8
CCCCC(CC)CNC(=O)c1ncn[nH]1 (centres undefined)	-4	1	-4	-1	-57	1.1	0	-12	1495	0
CC(=O)c1ccc(NS(=O)(=O)c2ccccc2)cc1	-7	1.1	-5	-3	-15	0.9	6	13	1397	6

Reformatted with values under each structure: entries from further up.
Order of results: HMGR II inh | TNAP act hiacc | TNAP inh hi DEA | PPARg SRC2 recr | TNAP inh noacc | bIAP activator | PPARg SRC3 recr | bIAP inh | TR-FRET SRC-2 ct | PPARg SRC1 recr
Fc1ccc(CNC(=S)Nc2ccc(OC(F)F)cc2)cc1
→ -5 | 1 | 2 | 0 | -8 | 1.1 | 6 | -7 | 1547 | 8
CCOc1ncccc1C(=O)Nc1nc(C(C)(C)C)cs1
→ -4 | 1 | 1 | 0 | -3 | 1 | 3 | -3 | 1596 | -4
Fc1ccc(Cn2nnnc2CN2CCN(C3CCCC3)CC2)cc1
→ -2 | 1 | -2 | 11 | -8 | 1 | 10 | -3 | 1470 | -2
Cc1cc(C)nc(NS(=O)(=O)c2ccc(NC(=S)NC(=O)C(C)(C)C)cc2)n1
→ -1 | 1 | -4 | 0 | 5 | 0.9 | 1 | 8 | 1564 | 1
CC1CCN(c2nc3nonc3nc2Nc2ccc(F)cc2)CC1
→ 1 | 1 | -1 | -4 | -2 | 1 | -1 | -2 | 1756 | -1

The listing continues:
SMILES	HMGR II inh	TNAP act hiacc	TNAP inh hi DEA	PPARg SRC2 recr	TNAP inh noacc	bIAP activator	PPARg SRC3 recr	bIAP inh	TR-FRET SRC-2 ct	PPARg SRC1 recr
CCOC(=O)C1CCN(C(=O)CSc2cc(=O)n(C)c3ccccc23)CC1	1	1	-2	56*	-10	1	63*	-1	2843*	50*
N#C/C(=C\c1ccc(Cl)c([N+](=O)[O-])c1)c1ccccn1	7	1	-4	3	-13	1.1	6	-8	1707	4
Cn1cccc1Cc1nnc(SCC(=O)NCc2ccccc2Cl)n1-c1ccc(F)cc1	-8	1	-2	-10	-17	1	-7	0	1460	5
COCCn1nnnc1C(CC(C)C)N1CCN(C(=O)c2ccco2)CC1 (centres undefined)	-4	1	-5	1	-11	1	-4	-3	1417	-3
COc1ccc(Cl)cc1NC(=O)Cn1cccc1	1	1	0	9	-6	1	11	2	1663	12
Cc1ccc(Nc2cc(=O)[nH]c(=O)[nH]2)c(C)c1	-5	1	-2	-1	-8	1	4	-1	1483	2
COc1ccc(CCNc2nc(-c3ccco3)cc(C(F)(F)F)n2)cc1OC	-2	1	-2	-4	-2	1.1	-7	-5	1612	7
c1ccc(-n2nnnc2NCCCN2CCOCC2)cc1	-1	1	-1	5	-8	0.9	-5	7	1430	4
CC(=O)c1c(C)[nH]c(C(=O)COC(=O)c2cc(S(=O)(=O)N(C)c3ccccc3)ccc2Cl)c1C	-6	1.1	-8	-1	-12	0.9	3	11	1575	-6
CC(=O)Nc1ccc(Cc2nc3ccccc3[nH]2)cc1	16*	1.1	-8	4	-11	0.9	3	15	1546	1
O=C(Oc1oc(-c2ccco2)nc1C=Nc1ccccc1)c1ccco1	0	1	2	4	-5	1	-2	0	1524	4
O=C(NCc1cccnc1)c1ccccc1-c1nc(-c2ccccc2)no1	4	1	-1	13	-2	1	0	-1	1787	8
Cc1ccc(CSc2nc3ccncc3n2CC(=O)Nc2cc(C)cc(C)c2)cc1	-3	1	2	0	6	0.9	6	9	1500	2
COc1ccc(NC(=O)CSc2nnc(COc3ccccc3)n2Cc2ccco2)cc1OC	-1	1.1	-6	10	-12	1.1	-13	-9	1597	0
COc1cccc(NC(=O)CCNC(=O)c2ccccc2Cl)c1	8	1	-4	-2	-17	1.3	1	-35	1731	0
